Screening data deposited in PubChem by The Scripps Research Institute Molecular Screening Center.
hcDAF12 agonist: activates DAF-12 receptor from parasite H. contortus; activation, % at 6.8 µM; HEK293 hcDAF-12 lit1-tk-luc reporter, luminescence; 0% DMSO, 100% Δ7-dafachronic acid; AID 652067; hit rate 1.4% among 370,000;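 active means activation above the mean of all tested compounds plus 3 SD, cut at about 5.5% in these data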;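 further: 100% = response to 3 µM Δ7-dafachronic acid high control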
FXN GAA850 act: increases GAA850 frataxin promoter reporter activity; HEK293 lucGAA850 FXN promoter luciferase reporter, 24 h; percent of 10 µM SAHA response; activation, % at 6 µM; hit rate 0.56% among 360,000;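 active means activation above the average of all compounds screened plus 3 SD, cutoff fixed separately per campaign, cut at about 7.5% in these data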;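 further: 0% = DMSO wells and 100% = 10 µM SAHA wells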
PLCb3 inh: PLC-beta3 (human) inhibition, primary screen; Q01970; Purified PLC-beta3, fluorogenic substrate, fluorescence; inhibition, % at 12.2 µM; hit rate 0.18% among 370,000; in the data active means inhibition above about 11%;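 further: 0% = median of compound wells on plate and 100% = full blocker control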
ADAM10 inh: ADAM10 inhibition, QFRET primary screen; recombinant ADAM10, EDANS/DABCYL FRET peptide cleavage, 3 h; inhibition, % at 7 µM; O14672; hit rate 0.62% among 370,000;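 active means inhibition above a per-campaign cutoff equal to the mean of compounds falling between control-based bounds plus 3 SD, cut at about 20% in these data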;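 further: 0% = DMSO wells while the 100% control is not disclosed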
hgDAF-12 ag: hgDAF-12 agonism, primary luciferase screen; HEK293 GAL4-hgDAF12 UAS-luciferase reporter, agonist luminescence; normalized to butyrate control; activation, % at 6.8 µM; hit rate 1.8% among 370,000;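 active means activation above a cutoff set at the mean of all screened compounds plus 3 SD, cut at about 10% in these data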;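 further: 0% = DMSO wells and 100% = sodium butyrate wells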
sPLA2-III inh: Inhibits HGIII-sPLA2 liposome hydrolysis, primary screen; QFRET BODIPY PC-A2 liposome hydrolysis, fluorescence; inhibition, % at 12.2 µM; hit rate 0.56% among 370,000; AID 743126;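 active means inhibition above mean plus 3 SD of compounds lying within the high and low control bounds, cut at about 19% in these data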;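 further: 0% = median of test compound wells and 100% = no enzyme DMSO wells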
ADAM17 inh: ADAM17 inhibition, QFRET primary screen; P78536; recombinant ADAM17, EDANS/DABCYL FRET peptide cleavage; inhibition, % at 6.95 µM; hit rate 0.83% among 370,000;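 active means inhibition above the mean of compounds lying between control limits plus 3 SD, set per campaign, cut at about 8.5% in these data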;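 further: 0% = DMSO-only wells as the low control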
DAX1 inh-1: inhibitors of DAX1 repression of SF-1 activated StAR promoter; HEK293T StAR-luciferase reporter, SF-1/DAX-1 repression relief; inhibition, % at 6.8 µM; hit rate 1.1% among 370,000; AID 652010;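 active means inhibition above the mean over all tested compounds plus 3 SD, cut at about 3.6% in these data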;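 further: 0% = DAX-1 cells with DMSO and 100% = cells lacking DAX-1 with DMSO; higher inhibition means more luminescence from relief of DAX-1 repression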
ssDAF12 agonist: activates DAF-12 receptor from parasite S. stercoralis; activation, % at 6.8 µM; hit rate 1% among 370,000; HEK293 ssDAF-12/GRIP1 lit1-tk-luc reporter, luminescence; % of 3 µM dafachronic acid response;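 active means activation above the mean over all tested compounds plus 3 SD, cut at about 0.9% in these data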;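 further: 0% = DMSO-only wells and 100% = 3 µM delta7-dafachronic acid wells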
DAX1 inh-2: NR0B1 (DAX1) inhibition; HEK293 Gal4-DAX1 luciferase reporter, luminescence; AID 504766; hit rate 0.99% among 340,000; P51843; inhibition, % at 6.75 µM;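 active means inhibition above the mean over all tested compounds plus 3 SD, cut at about 4.2% in these data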;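 further: 0% = DAX1-transfected cells with DMSO and 100% = empty-vector control cells with DMSO; inhibition shows as a rise in luminescence from relieved DAX1 repression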
PLCg1 inh: inhibitors of human phospholipase C gamma1 | P19174 | hit rate 0.84% among 370,000 | purified PLC-gamma1, fluorogenic substrate, fluorescence | inhibition, % at 12.2 µM; in the data active means inhibition above about 9.5%
Target sequence (P19174 whole entry, looked up): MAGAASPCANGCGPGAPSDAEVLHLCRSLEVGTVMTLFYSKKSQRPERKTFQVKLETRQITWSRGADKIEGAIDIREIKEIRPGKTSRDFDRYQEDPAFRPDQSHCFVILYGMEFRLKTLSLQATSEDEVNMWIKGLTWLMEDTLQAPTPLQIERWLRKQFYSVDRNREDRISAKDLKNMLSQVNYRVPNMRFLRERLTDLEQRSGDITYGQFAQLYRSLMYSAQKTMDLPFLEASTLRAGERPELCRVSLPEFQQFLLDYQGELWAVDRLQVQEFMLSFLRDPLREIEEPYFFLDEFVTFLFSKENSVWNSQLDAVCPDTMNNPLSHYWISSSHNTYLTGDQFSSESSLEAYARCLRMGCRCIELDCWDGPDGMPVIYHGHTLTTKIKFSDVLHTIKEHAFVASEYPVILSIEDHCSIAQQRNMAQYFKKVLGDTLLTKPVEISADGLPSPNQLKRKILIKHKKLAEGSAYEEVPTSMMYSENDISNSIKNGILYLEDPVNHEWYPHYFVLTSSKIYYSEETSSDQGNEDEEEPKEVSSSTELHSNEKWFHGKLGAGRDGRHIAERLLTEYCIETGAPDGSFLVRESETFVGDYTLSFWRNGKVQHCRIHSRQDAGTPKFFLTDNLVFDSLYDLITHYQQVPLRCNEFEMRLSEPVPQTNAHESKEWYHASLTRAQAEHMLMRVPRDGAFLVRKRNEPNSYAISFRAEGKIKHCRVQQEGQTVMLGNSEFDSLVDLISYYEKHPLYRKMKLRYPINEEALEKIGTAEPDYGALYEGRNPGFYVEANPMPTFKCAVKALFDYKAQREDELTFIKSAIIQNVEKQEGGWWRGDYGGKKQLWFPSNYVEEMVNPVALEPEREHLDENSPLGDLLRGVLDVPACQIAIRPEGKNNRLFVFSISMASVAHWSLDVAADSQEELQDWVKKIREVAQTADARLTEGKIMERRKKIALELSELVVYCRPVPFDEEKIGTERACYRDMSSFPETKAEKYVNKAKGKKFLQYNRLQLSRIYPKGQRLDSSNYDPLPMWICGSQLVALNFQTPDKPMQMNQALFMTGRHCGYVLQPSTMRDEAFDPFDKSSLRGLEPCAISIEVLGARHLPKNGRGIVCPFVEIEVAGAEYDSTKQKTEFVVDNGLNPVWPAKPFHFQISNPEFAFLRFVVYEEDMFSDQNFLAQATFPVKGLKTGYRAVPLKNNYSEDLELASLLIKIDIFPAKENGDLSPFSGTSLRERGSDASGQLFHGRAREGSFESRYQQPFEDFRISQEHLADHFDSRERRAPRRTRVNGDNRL
Numbers without * were called inactive; i = inactive; / = not tested or not shown.

Order of values – PLCg1 inh	DAX1 inh-1	ssDAF12 agonist	ADAM17 inh	hgDAF-12 ag	hcDAF12 agonist	ADAM10 inh	PLCb3 inh	FXN GAA850 act	sPLA2-III inh	DAX1 inh-2
#1 CN(C)/C=C/C(=O)c1ccc(Cl)s1
  -1.5	0.3	-1.1	0.2	7.9	-1.1	14.7	-4.6	0.2	-5.6	1.5
#2 Cc1nnc(SCC(=O)N2CCCCC2)s1
  2.8	-0.5	-1.8	-0.7	-1.8	0.0	6.1	4.5	1.5	4.9	-0.6
#3 CCOc1cccc(/C(O)=C2/C(=O)C(=O)N(CCOC)C2c2ccc(C)o2)c1 (stereo unspecified)
  -1.9	0.1	-0.7	-2.4	0.9	-1.9	-2.9	-2.2	0.3	-3.6	0.4
#4 CCCCNC(=O)N(O)C1N(CCCC)C(=O)N(CC(=O)OC)C1(C)C (stereo unspecified)
  1.9	-0.2	-0.9	-2.8	0.3	-0.9	4.5	0.9	0.1	0.4	-0.3
#5 CCCCOc1ccc(-c2nnc(N)s2)cc1
  2.0	0.5	-1.4	-2.7	8.2	1.6	-6.4	-2.3	5.3	-9.9	1.1
#6 O=c1[nH]c2nc(Br)[nH]c(=O)c2[nH]1
  -1.3	0.2	-0.9	-6.4	-3.4	-2.2	-7.3	-3.7	0.8	13.5	0.8
#7 Cc1ccccc1-n1ncc2c1CC(C)(C)CC2NC(=O)CCN1Cc2ccccc2C1=O (stereo unspecified)
  -3.1	-1.3	-1.4	-2.6	-3.0	-2.6	-1.3	-5.0	-2.9	1.1	-0.1
#8 Cc1cccc(Nc2nc(-c3ccccc3)c(C(=O)Nc3cccnc3)s2)c1
  i	0.2	-1.0	-57.1	-2.2	0.5	-212.3	i	1.9	-9.8	-0.3
#9 Cc1ccc2c(=O)n3c(nc2c1)C(Cc1ccccc1)NC(=O)c1cc(Cl)ccc1-3 (stereo unspecified)
  -2.1	-0.3	-0.6	-2.0	0.2	0.7	-0.4	-5.5	/	-3.0	/
#10 Cc1ccccc1NC(=O)COC(=O)c1ccc2c(c1)C(=O)N(CCCN1CCOCC1)C2=O
  1.0	1.8	-1.5	3.7	-0.4	-0.5	3.3	-1.6	1.7	-3.7	-0.1

Continuation.
Order of values – PLCg1 inh	DAX1 inh-1	ssDAF12 agonist	ADAM17 inh	hgDAF-12 ag	hcDAF12 agonist	ADAM10 inh	PLCb3 inh	FXN GAA850 act	sPLA2-III inh	DAX1 inh-2
#11 O=C(Nn1c(-c2ccncc2)nc2ccccc2c1=O)c1ccc(Br)cc1
  -1.4	-0.1	-1.5	-1.9	0.9	-0.1	-3.4	-2.2	2.6	4.6	0.2
#12 CC(OC(=O)Cn1[nH]c(=O)c2ccccc2c1=O)C(=O)Nc1ccc(Cl)cn1 (stereo unspecified)
  1.3	2.4	-0.7	4.4	1.4	-0.9	-16.7	-2.4	-1.5	7.8	1.3
#13 CCC(=O)N1CCc2cc(Br)cc(S(=O)(=O)N3CCC(C(=O)NCCCOC(C)C)CC3)c21
  -1.8	0.1	-1.6	-0.3	-1.5	-1.2	2.4	2.0	-1.1	-3.5	0.4
#14 COC(=O)CSc1nnc(CNC(=O)c2ccc(S(=O)(=O)N3CCCCC3)cc2)n1C
  8.1	-0.3	-0.8	-7.1	-2.4	0.8	-10.1	-2.5	0.8	13.5	0.4
#15 COc1ccc(Nc2ncccc2C(=O)NCc2ccccc2)cc1
  1.6	0.0	-2.0	4.0	-3.3	-1.8	8.1	3.6	1.6	-12.0	-1.3
#16 CC(C)Cc1nnc(NS(=O)(=O)c2ccc(Cl)cc2)s1
  -1.6	0.7	-1.2	2.2	-1.7	-0.8	-14.3	-2.9	-1.0	-29.7	0.6
#17 COc1ccc(NC(=S)NNc2ccc(S(=O)(=O)Nc3ccccc3C(=O)O)cc2[N+](=O)[O-])cc1
  5.5	-0.5	-1.3	1.0	-1.6	-0.8	9.9	4.0	0.4	-56.2	-1.1
#18 Cc1cc(C)n2nc(/C(C#N)=C/c3ccccc3)c(C#N)c2n1
  -43.3	-1.1	-1.4	-4.5	2.7	-0.2	-24.8	-57.1	-1.7	3.1	-2.1
#19 Cc1cccc2cc(CN(Cc3cccnc3)C(=S)NCCCN(C)C)c(=O)[nH]c12
  -0.1	2.2	-0.9	-4.6	-0.5	0.4	-9.0	-1.8	1.1	-4.6	1.4
#20 COc1ccc2[nH]cc(CCNC(=O)/C=C/[C@H]3O[C@@H](n4cc(C)c(=O)[nH]c4=O)C[C@@H]3O)c2c1
  1.4	-0.9	-0.3	-1.4	0.1	1.1	-4.6	0.4	/	-1.4	/

A section of the results above, as a working copy:
Order of values – PLCg1 inh	DAX1 inh-1	ssDAF12 agonist	ADAM17 inh	hgDAF-12 ag	hcDAF12 agonist	ADAM10 inh	PLCb3 inh	FXN GAA850 act	sPLA2-III inh	DAX1 inh-2
#1 CN(C)/C=C/C(=O)c1ccc(Cl)s1
  -1.5	0.3	-1.1	0.2	7.9	-1.1	14.7	-4.6	0.2	-5.6	1.5
#2 Cc1nnc(SCC(=O)N2CCCCC2)s1
  2.8	-0.5	-1.8	-0.7	-1.8	0.0	6.1	4.5	1.5	4.9	-0.6

(more compounds)
Order of values – PLCg1 inh	DAX1 inh-1	ssDAF12 agonist	ADAM17 inh	hgDAF-12 ag	hcDAF12 agonist	ADAM10 inh	PLCb3 inh	FXN GAA850 act	sPLA2-III inh	DAX1 inh-2
#21 COC(=O)c1cc(C(=O)OCC(=O)c2ccc3c(c2)NC(=O)CO3)cc([N+](=O)[O-])c1
  -0.4	2.7	-0.8	-8.2	1.8	-0.4	-4.4	-10.3	-1.1	4.5	-0.5
#22 O=S1(=O)CC(O)C(N2CCCCC2)C1 (stereo unspecified)
  -0.8	-0.1	-1.6	-2.3	-0.1	-1.2	3.5	0.8	-0.1	-2.5	-0.6
#23 CCN(CC(=O)Nc1c(F)cccc1F)C(=O)CCOc1ccc(C)cc1
  0.0	-1.6	-0.9	-2.1	1.2	-0.8	-1.8	0.3	-0.7	-4.6	-0.1
#24 Cc1cc(C(=O)COC(=O)CC(NC(N)=O)c2ccc(Cl)cc2)c(C)n1C (stereo unspecified)
  -20.2	1.8	-1.5	-0.9	0.1	0.3	-5.7	-21.1	-0.5	-13.7	0.3
#25 Cc1ccc(-n2ncc3c(=O)n(CC(=O)NC4CCCCC4)cnc32)cc1C
  -4.0	-0.2	-1.5	-2.1	-2.5	1.7	1.6	1.3	-0.1	7.5	-0.8
#26 CCCNc1nc(N)nc(-c2cc(Cl)ccc2OC)n1
  -1.3	-0.5	-1.3	-7.0	-1.4	-1.9	0.9	-2.4	2.0	4.8	0.8
#27 CCOC(=O)c1ccccc1NC(=O)/C=C/C(=O)O
  -2.0	0.0	0.0	1.6	2.9	-0.2	-3.7	-0.9	0.3	4.8	0.3
#28 NNC(=O)C1=NOC2COC3(CCN(c4ncccn4)CC3)OCC12 (stereo unspecified)
  -0.5	-0.3	-1.6	-4.7	1.3	-1.6	-6.2	-0.8	0.3	-1.4	/
#29 c1ccc(Cn2nnc(-c3ccccc3)n2)cc1
  2.3	-0.3	-0.9	-3.4	7.8	0.0	-2.8	0.1	0.2	-3.5	-0.1
#30 CC(=O)c1c(O)cc2n(c1=O)-c1ccc(Cl)cc1C2(C)C
  -17.1	-0.4	-0.9	-7.0	0.2	0.7	-17.2	-28.8	0.5	8.0	0.6

The results go on.
Order of values – PLCg1 inh	DAX1 inh-1	ssDAF12 agonist	ADAM17 inh	hgDAF-12 ag	hcDAF12 agonist	ADAM10 inh	PLCb3 inh	FXN GAA850 act	sPLA2-III inh	DAX1 inh-2
#31 CCCC12CN3CC(C)(CN(C1)C3c1cccs1)C2=O (stereo unspecified)
  -1.6	-0.2	-1.0	-3.2	-0.9	-1.9	-5.4	-5.5	-2.1	7.0	/
#32 CC(Cl)C(=O)NN=C(c1ccccc1)c1ccccc1 (stereo unspecified)
  6.3	-2.2	-0.8	3.1	-1.3	-0.9	6.6	1.0	2.0	1.1	3.2
#33 COc1ccc2c(c1OC)C(=O)N1c3ccccc3COC21 (stereo unspecified)
  -5.9	2.0	-0.1	-6.1	7.8	1.5	-10.0	-4.0	4.9	-4.0	1.8
#34 O=C1CSc2cc(Cl)ccc2N1
  0.2	-0.5	-0.4	0.2	2.4	1.3	-2.3	-0.5	2.0	-6.8	2.7
#35 CCOc1ccccc1NC(=O)c1ccc(C(=O)Nc2ccccc2OCC)nc1
  -0.9	-0.4	0.2	0.8	5.7	3.8	-7.2	0.3	-0.3	0.7	0.0
#36 COCCCN1CN=C(Nc2nc3ccccc3o2)NC1
  0.6	0.9	-1.0	-6.5	3.7	0.5	-5.8	-5.1	2.4	-0.5	0.4
#37 CCOc1ccc(CCNc2ccc3nnc(-c4ccccc4)n3n2)cc1OCC
  0.3	-2.3	-1.3	-0.7	3.4	-2.5	2.7	-3.5	-5.2	-8.9	-2.0
#38 Cc1cc2cc(C(c3nnnn3Cc3ccccc3)N3CCc4ccccc43)c(=O)[nH]c2cc1C (stereo unspecified)
  -39.2	-0.6	-0.1	-13.8	2.2	2.5	-27.0	-47.1	1.5	-12.8	0.8
#39 C=CCN1C(=O)/C(=C\c2ccc(C)cc2)N=C1SCC(=O)NCCC
  3.8	0.3	-1.0	4.0	1.8	2.5	4.0	7.6	-0.7	0.0	-0.6
#40 CCOCCCNC(=O)/C(C#N)=C/c1cc(C)c(O)c(C)c1
  0.5	0.0	-1.7	-2.5	1.3	-1.8	-6.7	-3.6	-0.4	2.7	-0.3

(more compounds)
Order of values – PLCg1 inh	DAX1 inh-1	ssDAF12 agonist	ADAM17 inh	hgDAF-12 ag	hcDAF12 agonist	ADAM10 inh	PLCb3 inh	FXN GAA850 act	sPLA2-III inh	DAX1 inh-2
#41 O=C(Cc1ccccc1)Nc1ccc(N2CCOCC2)cc1
  -0.3	1.4	-1.3	-4.0	6.7	0.7	-1.2	-2.2	5.2	5.1	1.5
#42 CCOC(=O)c1c(NC(=O)CN2C(=O)CN(C)C2=O)sc(C)c1C
  -2.8	-0.1	-0.9	-2.9	-2.5	-1.2	-8.5	-3.0	2.9	-3.2	-0.7
#43 CS(=O)(=O)Nc1ccc(N2CCN(c3ccc(C(F)(F)F)cn3)CC2)nc1
  -12.4	-2.1	-1.7	-12.5	-8.3	-5.5	-48.0	-23.3	-1.1	15.8	-5.2
#44 Cc1nn(-c2ccc(Cl)cc2Cl)c(C)c1C(=O)O
  -1.1	-0.5	-1.0	-2.2	-4.5	-1.2	-8.3	-4.2	0.3	7.0	1.7
#45 CC(Cl)C(=O)N1c2ccccc2CCc2ccccc21 (stereo unspecified)
  0.5	-0.8	-1.5	-2.7	0.1	-1.9	5.5	-4.7	-0.3	-0.3	0.6
#46 CCCOc1ccc(C(=O)C(CN2CCOCC2)c2ccccc2)cc1 (stereo unspecified)
  0.4	-2.6	-1.9	-1.8	-7.5	-3.1	11.6	-1.0	2.5	-4.7	-2.9

An unsorted share of the library; overall some 6.9% were active at least once.
